Source: PubChem
hIAP inh – blocks human intestinal alkaline phosphatase | P09923 | purified IAP, CDP-Star luminescence, 30 min | inhibition, % at 10 µM | hit rate 0.12% among 330,000;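 active means inhibition reaching a set limit with compound at 10 µM in the primary screen, cut at about 35% in these data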;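 further: plate controls were DMSO wells with enzyme for no effect and no-enzyme buffer wells for full effect; values of inactives mirror those of a sister screen read the other way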
ATG4B inh – inhibitors of human ATG4B cysteine protease. AID 504462. Q9Y4P1. ATG4B cleavage of LC3-PLA2, NBD-HPC fluorescence, 1 h. hit rate 0.51% among 340,000. inhibition, % at 8.33 µM; in the data active means inhibition above about 40%
mIAP block – blocks mouse intestinal alkaline phosphatase; inhibition, % at 10 µM; AID 2806; hit rate 0.2% among 330,000; purified mouse IAP, CDP-Star luminescence, 30 min;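 active means inhibition of at least 40% at 10 µM in the primary screen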;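 further: plate controls were DMSO with enzyme for no effect and no enzyme wells for full effect; values of inactives mirror those of a sister screen read the other way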
mIAP act – increases mouse intestinal alkaline phosphatase activity; hit rate 0.24% among 330,000; activation factor at 10 µM; muIAP, CDP-Star luminescence, 30 min; active compounds read high; 1 = vehicle-only enzyme signal, 0 = enzyme-free wells;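 active means activation factor of at least 2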; further: the source names both 10 and 20 µM as test concentration; values of inactives mirror those of a sister screen read the other way
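System: mouse IAP enzyme. Reagent: CDP-Star chemiluminescent phosphatase substrate. Benchmarks: DMSO wells, no-enzyme wells. Times: 30 min enzyme-substrate-compound incubation at room temperature. Detection: luminescence from enzymatic CDP-Star hydrolysis. Doses: test compounds delivered from DMSO solution.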
PfGluPho inh – PfG6PD (Plasmodium falciparum) enzyme inhibition | PfGluPho enzyme, NADPH resazurin-diaphorase fluorescence | inhibition, % at 20 µM | hit rate 0.78% among 350,000;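 active means inhibition reaching at least a set limit at 20 µM in the primary screen, cut at about 59% in these data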;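 further: 0% = DMSO wells with substrate and 100% = DMSO wells lacking glucose-6-phosphate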
hIAP activ – human IAP activation; P09923; purified human IAP, CDP-Star luminescence, 30 min; active compounds read high; 1 = vehicle-only enzyme, 0 = enzyme-free background; activation factor at 10 µM; hit rate 0.16% among 330,000; AID 2524;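 active means activation factor of the enzyme at least 2-fold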; further: the source names both 10 and 20 µM as test concentration; values of inactives mirror those of a sister screen read the other way
A3A deaminase – blocks human APOBEC3A ssDNA deamination; recombinant A3A, FAM/TAMRA ssDNA deamination fluorescence; inhibition, % at 20 µM; hit rate 0.41% among 330,000;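 active means at least 40% inhibition at 20 µM here, with at most 30% in a related deaminase screen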;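 further: plate controls were A3A with DMSO for no effect and wells lacking A3A enzyme for full effect; some results filed as inactive read as strong as hits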
Target sequence (P31941 whole entry, looked up): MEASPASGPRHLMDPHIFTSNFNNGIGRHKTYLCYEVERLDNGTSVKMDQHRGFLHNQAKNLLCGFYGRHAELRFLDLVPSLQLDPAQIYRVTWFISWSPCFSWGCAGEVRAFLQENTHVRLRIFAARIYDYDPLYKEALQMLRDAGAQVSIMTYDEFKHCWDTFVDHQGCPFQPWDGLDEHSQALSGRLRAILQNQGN
HKDC1 inhibitor – blocks human hexokinase HKDC1 activity; Q2TB90; recombinant HKDC1, G6PDH/diaphorase resazurin coupled fluorescence; inhibition, % at 20 µM; hit rate 0.16% among 340,000; AID 493160;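 active means inhibition above about 35% when tested at 20 µM, limit read from the data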;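 further: plate controls were DMSO wells with enzyme for no effect and DMSO wells lacking enzyme for full effect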
Target sequence (Q2TB90 whole entry, looked up): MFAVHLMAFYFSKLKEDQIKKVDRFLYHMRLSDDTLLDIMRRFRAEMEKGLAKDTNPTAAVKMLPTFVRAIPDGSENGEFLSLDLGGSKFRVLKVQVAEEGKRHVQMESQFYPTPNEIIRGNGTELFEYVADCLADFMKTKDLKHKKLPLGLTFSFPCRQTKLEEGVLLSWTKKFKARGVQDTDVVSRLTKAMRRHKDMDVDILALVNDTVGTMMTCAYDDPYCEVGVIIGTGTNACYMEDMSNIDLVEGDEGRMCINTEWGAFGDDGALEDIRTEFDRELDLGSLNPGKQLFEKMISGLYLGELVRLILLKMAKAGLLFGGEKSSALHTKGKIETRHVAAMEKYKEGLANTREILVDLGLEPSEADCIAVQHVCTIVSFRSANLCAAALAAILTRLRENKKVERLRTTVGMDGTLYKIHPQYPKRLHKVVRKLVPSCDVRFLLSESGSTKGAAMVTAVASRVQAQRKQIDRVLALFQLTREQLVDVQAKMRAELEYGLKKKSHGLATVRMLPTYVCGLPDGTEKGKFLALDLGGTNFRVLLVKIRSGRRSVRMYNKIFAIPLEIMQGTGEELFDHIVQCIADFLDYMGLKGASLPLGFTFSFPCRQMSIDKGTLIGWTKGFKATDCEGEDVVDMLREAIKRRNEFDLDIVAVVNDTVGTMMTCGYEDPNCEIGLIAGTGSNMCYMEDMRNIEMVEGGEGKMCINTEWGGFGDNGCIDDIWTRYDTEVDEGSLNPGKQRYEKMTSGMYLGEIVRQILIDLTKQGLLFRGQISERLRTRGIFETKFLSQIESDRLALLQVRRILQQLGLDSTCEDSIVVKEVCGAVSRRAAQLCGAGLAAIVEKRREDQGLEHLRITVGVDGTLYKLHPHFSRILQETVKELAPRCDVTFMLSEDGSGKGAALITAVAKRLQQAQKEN
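Incubation: 90 min at room temperature in dark / Material: recombinant HKDC1 (HK5) hexokinase enzyme, produced in-house / Quantity: enzyme 5 µg/mL final / Compound: one dose of 20 µM, 1% DMSO / Reagent: glucose and ATP substrates / Buffer or medium: Tris pH 8.0 buffer with MgCl2, Tween-20, BSA, BME / Technique: resorufin fluorescence at 613 nm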
An asterisk follows results filed as active; . = no result given.

The opening 10 compounds, ahead of the listing:
SMILES	hIAP inh	ATG4B inh	mIAP block	mIAP act	PfGluPho inh	hIAP activ	A3A deaminase	HKDC1 inhibitor
Cc1ccccc1CC1(CO)CCCN(C(=O)CCC(F)(F)F)C1 (stereo not given)	-36.5	-7.6	-0.9	1.01	7.7	1.36	-2.3	-5.7
O=C(/C=C/c1cccc(Cl)c1)NCc1ccncc1	-12.5	3.6	10.9	0.891	-5.2	1.12	-2.2	-11.1
CCN(CC)CCn1c(O)c(N=O)c2ccccc21	-16.1	3.8	-0.1	1	-2.0	1.16	-1.1	-10.4
CC(c1ccccc1)n1cc(C(=O)NCCCn2ccnc2)nn1 (stereo not given)	4.6	-0.1	4.6	0.954	-8.1	0.954	2.4	-1.8
Cc1ccc(CN2CCSc3ccc(C(=O)NCC4CCCO4)cc32)cc1 (stereo not given)	-19.1	4.0	-2.7	1.03	25.6	1.19	-4.5	34.2
Cc1ccc(OCC(O)Cn2c(N)nc3c2c(=O)n(C)c(=O)n3C)cc1 (stereo not given)	-2.7	1.7	-0.5	1	-14.2	1.03	-1.2	-0.8
CCc1ccc(NC(=O)CSc2nc(CSc3ccc(C)cc3)cc(=O)[nH]2)cc1	-10.2	-9.3	10.2	0.898	-23.5	1.1	-4.5	-2.7
CC(=O)c1ccc(NC(=O)COC(=O)c2ccccc2Sc2ccccc2C#N)cc1	16.5	-18.5	4.0	0.96	7.4	0.835	-0.8	2.1
CC(C)Cn1c(-c2cccnc2)nc2c1c(=O)[nH]c(=O)n2CC(C)C	-6.4	-0.8	6.4	0.936	-17.3	1.06	-2.3	-4.5
Cc1cccc(C(=O)OCC(=O)c2ccc(CC(=O)N3CCOCC3)s2)c1C	-7.4	18.7	-9.0	1.09	-0.4	1.07	11.9	7.8

Results (from the top)
SMILES	hIAP inh	ATG4B inh	mIAP block	mIAP act	PfGluPho inh	hIAP activ	A3A deaminase	HKDC1 inhibitor
Cc1ccccc1CC1(CO)CCCN(C(=O)CCC(F)(F)F)C1 (stereo not given)	-36.5	-7.6	-0.9	1.01	7.7	1.36	-2.3	-5.7
O=C(/C=C/c1cccc(Cl)c1)NCc1ccncc1	-12.5	3.6	10.9	0.891	-5.2	1.12	-2.2	-11.1
CCN(CC)CCn1c(O)c(N=O)c2ccccc21	-16.1	3.8	-0.1	1	-2.0	1.16	-1.1	-10.4
CC(c1ccccc1)n1cc(C(=O)NCCCn2ccnc2)nn1 (stereo not given)	4.6	-0.1	4.6	0.954	-8.1	0.954	2.4	-1.8
Cc1ccc(CN2CCSc3ccc(C(=O)NCC4CCCO4)cc32)cc1 (stereo not given)	-19.1	4.0	-2.7	1.03	25.6	1.19	-4.5	34.2
Cc1ccc(OCC(O)Cn2c(N)nc3c2c(=O)n(C)c(=O)n3C)cc1 (stereo not given)	-2.7	1.7	-0.5	1	-14.2	1.03	-1.2	-0.8
CCc1ccc(NC(=O)CSc2nc(CSc3ccc(C)cc3)cc(=O)[nH]2)cc1	-10.2	-9.3	10.2	0.898	-23.5	1.1	-4.5	-2.7
CC(=O)c1ccc(NC(=O)COC(=O)c2ccccc2Sc2ccccc2C#N)cc1	16.5	-18.5	4.0	0.96	7.4	0.835	-0.8	2.1
CC(C)Cn1c(-c2cccnc2)nc2c1c(=O)[nH]c(=O)n2CC(C)C	-6.4	-0.8	6.4	0.936	-17.3	1.06	-2.3	-4.5
Cc1cccc(C(=O)OCC(=O)c2ccc(CC(=O)N3CCOCC3)s2)c1C	-7.4	18.7	-9.0	1.09	-0.4	1.07	11.9	7.8
O=C(c1cccc(Cl)c1)N1CCN(S(=O)(=O)c2ccc(Cl)s2)CC1	9.0	-5.5	10.7	0.893	11.2	0.91	-1.2	-5.2
CCCc1nc2oc3ccccc3c(=O)c2c(=O)n1-c1ccc(C)cc1	-75.7	5.6	5.2	0.948	6.6	1.76	-1.0	5.6
O=C(CS(=O)CC(=O)Nc1cccc2c1CCCC2)Nc1ccc(F)cc1 (stereo not given)	3.4	-1.3	0.9	0.991	0.3	0.967	3.3	2.1
Cc1ccc(S(=O)(=O)CC(=O)N(CCCN(C)C)c2nc3ccc(C)cc3s2)cc1	-12.3	0.2	5.2	0.948	1.5	1.12	-0.4	0.7
COc1ccc(OC)c(NC(=O)Nc2ccc3c(c2)CCC3)c1	-5.3	-3.4	-49.5	1.5	24.2	1.05	1.1	5.9
COc1ccc2c(c1)c(CC(=O)NCc1cc([N+](=O)[O-])ccc1O)c(C)n2C(=O)c1ccc(Cl)cc1	-7.7	12.4	18.6	0.814	-22.0	1.08	0.1	-3.5
O=[N+]([O-])c1cccc(CSC2=NCCN2S(=O)(=O)c2ccccc2)c1	5.2	18.7	4.8	0.952	71.6*	0.948	-2.1	1.9
COC(=O)C1C(c2ccccc2)C(C(=O)N2CCN(C)CC2)C1c1ccccc1 (stereo not given)	-27.2	-0.4	-9.4	1.09	-9.8	1.27	-3.2	-9.6
O=S(=O)(NCCc1ccccn1)c1ccc(-c2ccccn2)s1	24.5	-6.6	3.8	0.962	-3.0	0.755	7.1	2.1
O=C(c1cccc(S(=O)(=O)N2CCCCC2)c1)N1CCc2ccccc21	-3.9	6.5	2.2	0.978	-8.9	1.04	0.7	1.2
COc1ccc(S(=O)(=O)N(c2onc(C)c2Cl)S(=O)(=O)c2ccc(OC)c(OC)c2)cc1OC	-10.6	-8.3	8.1	0.919	7.4	1.11	-1.2	3.2
O=C(Cc1cccs1)N1CCN=C1SCc1ccccc1F	-8.2	5.8	-0.3	1	-12.1	1.08	-0.1	0.5
Cc1ccc(-n2nnnc2SCC(=O)NCC2(N3CCOCC3)CCCCC2)c(C)c1	-15.9	-3.2	-3.4	1.03	4.6	1.16	0.4	-0.5
Nc1nc(SCC(=O)N2CCCCC2)[nH]c(=O)c1NC(=O)c1cccs1	-2.4	-7.8	8.1	0.919	-7.3	1.02	3.0	-5.5
O=C(Cc1ccccc1[N+](=O)[O-])OCN1C(=O)c2ccccc2C1=O	2.4	-4.2	0.1	0.999	-2.2	0.976	-3.3	-7.4
Other entries follow:
SMILES	hIAP inh	ATG4B inh	mIAP block	mIAP act	PfGluPho inh	hIAP activ	A3A deaminase	HKDC1 inhibitor
COc1ccc(NC(=O)c2ccc(COc3ccccc3)o2)c(OC)c1	-8.7	-0.4	3.4	0.966	30.1	1.09	-6.5	-7.5
CCc1ccc(N2CC(C(=O)OCC(=O)NC3CC3)CC2=O)cc1 (stereo not given)	-16.1	-4.7	1.0	0.99	-13.3	1.16	0.6	-6.1
COc1cc(C=O)c(-c2c(C=O)cc(OC)c3c2OCO3)c2c1OCO2	-20.8	-4.7	-6.0	1.06	-23.3	1.21	-2.2	3.8
COCc1ccc(C(=O)N2CCCC(C(=O)c3cc(F)ccc3F)C2)s1 (stereo not given)	-0.4	1.1	-3.4	1.03	-4.6	1	2.5	-8.5
CCOC(=O)c1ccc2[nH]cc(C(C)=O)c(=O)c2c1	3.6	-10.2	7.9	0.921	4.3	0.964	-1.4	-9.3
Cc1cccc(C(=O)N/N=C/c2ccc(OCC(=O)N3CCCCC3)cc2)c1	1.1	-14.1	-10.5	1.1	-12.3	0.989	-3.5	-4.1
COc1ccc(CN2CCN(C(=O)Cn3ncn4cccc4c3=O)CC2)c(OC)c1OC	-6.7	1.6	-6.8	1.07	3.6	1.07	-2.2	0.1
COC(=O)[C@@]1(Cc2ccc(F)cc2)[C@H]2c3cc(C(=O)N4CCCC4)n(CCc4c[nH]c5ccc(OC)cc45)c3C[C@H]2CN1C(=O)c1ccccc1	-10.1	.	-1.0	1.01	.	1.1	-1.0	.
C#CCOCCOCCOCCNc1nc(OC)nc(N2CCN(C(=O)[C@H](CCCCN)n3cc(C(N)CO)nn3)CC2)n1 (stereo not given in full)	-13.9	.	2.1	0.979	.	1.14	3.4	.
O=C(CN(c1ccc(F)cc1)S(=O)(=O)c1ccccc1)Nc1ccccc1C(=O)O	5.1	-2.4	-1.7	1.02	14.0	0.949	-3.0	-6.0
Cc1ccc(N(CC(=O)NCC2CCCO2)C(=O)CCC(=O)Nc2nccs2)cc1C (stereo not given)	-40.7	-9.2	-9.0	1.09	12.3	1.41	-4.0	1.2
COC(=O)c1ccc(COC(=O)c2c(C)nn(Cc3ccccc3Cl)c2Cl)o1	-1.2	22.6	3.5	0.965	-1.6	1.01	1.8	-0.2
CC1=CC(C)(C)N(C(=O)c2ccccc2)c2ccccc21	-3.4	0.3	7.3	0.927	-1.8	1.03	-3.3	-0.4
COc1ccc(-n2c(COc3ccc(C)cc3)nnc2SCc2ccc(C#N)cc2)cc1	-4.7	-15.0	1.6	0.984	10.8	1.05	0.3	15.9
COC(=O)c1c(NC(=O)COC(=O)CC(NC(C)=O)c2ccccc2)sc(C)c1C (stereo not given)	-8.2	-0.5	-2.2	1.02	3.3	1.08	-0.6	-2.9
CN(CC(=O)N1CCc2ccccc21)S(=O)(=O)c1cccs1	-14.9	1.1	-5.0	1.05	-1.6	1.15	-8.8	-3.8
CN(C)c1ccc(/C=C(\NC(=O)c2ccccc2)C(=O)NCCCN2CCOCC2)cc1	-3.5	-3.7	2.2	0.978	12.7	1.03	-1.5	-9.5
C=CCN1C(=O)C(Cc2cccc(Cl)c2)SC1=Nc1ccc(C(=O)O)cc1 (stereo not given)	-35.2	-5.7	2.8	0.972	-15.0	1.35	1.2	-3.4
Cc1csc(NC(=O)c2ccc(C)c(S(=O)(=O)N3CCCCC3)c2)n1	8.6	-8.1	3.9	0.961	-7.1	0.914	1.0	4.9
O=C(CCCn1c(=O)c2cccn2c2cccnc21)NCCc1ccc(Cl)cc1	0.3	0.0	-7.0	1.07	-10.0	0.997	2.4	-3.2
CC(=O)Nc1ccc(NC(=O)CSc2nc(=O)n(Cc3ccncc3)c3c2CCC3)cc1	13.5	-4.4	7.6	0.924	-8.1	0.865	-1.9	-5.5
CCn1ncc(/C=C/C(=O)c2ccccc2)c1C	5.6	-7.1	-9.4	1.09	13.4	0.944	-4.2	-13.5
CNC(=O)c1cc2ccc(OC)cc2oc1=O	-6.6	-9.8	1.0	0.99	-9.3	1.07	-3.0	4.5
O=C(CN1C(=O)/C(=C\c2ccccc2Br)Oc2ccccc21)NCCCN1CCOCC1	-7.2	-4.5	4.4	0.956	-2.7	1.07	-6.0	-1.1
COc1cccc(NC(=O)CN(C)C(=O)C2CCN(C(=O)c3ccccc3C)CC2)c1	20.0	0.9	-5.7	1.06	9.1	0.8	-0.8	-2.6
Continued.
SMILES	hIAP inh	ATG4B inh	mIAP block	mIAP act	PfGluPho inh	hIAP activ	A3A deaminase	HKDC1 inhibitor
CCOc1ccc2nc(NC(=O)C3CCCN(S(=O)(=O)c4cccs4)C3)sc2c1 (stereo not given)	1.2	-10.5	-2.7	1.03	22.6	0.988	-0.6	-1.1
CCOC(=O)C1CCCN(S(=O)(=O)c2ccc(Br)c(OC)c2)C1 (stereo not given)	13.7	18.6	0.5	0.995	-15.5	0.863	-0.1	1.4
COc1ccc(C2C(C#N)=C(N)Oc3c2oc(CO)cc3=O)c(OC)c1OC (stereo not given)	-5.6	1.0	0.9	0.991	-36.8	1.06	-1.7	-7.6
O=C(C[n+]1ccccc1)c1ccc(-c2ccccc2)cc1	10.1	-2.8	11.8	0.882	-6.2	0.899	0.7	-0.9
CCOc1ccc(OCC)c(NC(=O)CSc2nnc(C3CC3)n2CC)c1	0.8	-2.3	7.2	0.928	-1.9	0.992	-3.2	-3.8
CCN1CCN(C(CNS(=O)(=O)c2cccs2)c2cccnc2)CC1 (stereo not given)	17.0	-5.1	3.3	0.967	5.2	0.83	3.4	-5.7
